# Screening data from PubChem BioAssay.
# D2 potentiator: HTS Assay for Positive Allosteric Modulators of the Human D2 Dopamine Receptor: Primary Screen for Potentiators | HEK293 T-REx D2, calcium flux, EC20 dopamine potentiation | potentiation, % at 10 µM | 340,000 compounds, 0.34% hits;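 active = potentiation over 3 SD above the plate norm, cut at about 30% in these data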; note: 0% is about no effect
# Target sequence (P14416 whole entry, looked up): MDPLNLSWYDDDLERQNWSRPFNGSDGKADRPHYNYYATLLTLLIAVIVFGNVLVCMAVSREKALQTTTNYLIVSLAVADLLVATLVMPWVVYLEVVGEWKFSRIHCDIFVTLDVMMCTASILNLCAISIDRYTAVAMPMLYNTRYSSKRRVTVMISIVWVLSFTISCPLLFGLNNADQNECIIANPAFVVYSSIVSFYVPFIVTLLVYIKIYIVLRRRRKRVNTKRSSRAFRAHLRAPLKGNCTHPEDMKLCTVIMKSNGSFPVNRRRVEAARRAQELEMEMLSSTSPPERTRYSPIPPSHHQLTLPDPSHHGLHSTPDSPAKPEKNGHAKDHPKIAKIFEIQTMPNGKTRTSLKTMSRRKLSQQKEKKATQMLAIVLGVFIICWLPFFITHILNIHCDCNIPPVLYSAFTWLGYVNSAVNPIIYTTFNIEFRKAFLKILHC
#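 Potentiation of an EC20 dopamine calcium response is measured in a force-coupled, tetracycline-inducible Hek293 Trex D2 line. Compound-only kinetic reads over 180 s flag agonists before dopamine addition.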
# D2 antagonist: HTS Assay for Allosteric Antagonists of the Human D2 Dopamine Receptor: Primary Screen for Antagonists. inhibition, % at 10 µM. 340,000 compounds, 2% hits. AID 485344, 2010. D(2) dopamine receptor (Homo sapiens), P14416. HEK293 TREx D2 cells, calcium flux, dopamine EC80; in the data active = inhibition above about 30%; note: 0% is about no effect
#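 In this primary screen, negative modulation is detected by tracking calcium flux after an EC80 dopamine challenge in inducible HEK293 T-REx D2 cells preexposed to test compound for 180 s.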
# TRHR ag: qHTS for Small Molecule Agonists and Allosteric Enhancers of Human TRH Receptor: Primary Screen for Agonists; Thyrotropin-releasing hormone receptor (Homo sapiens), P34981; TRHR cells, calcium flux fluo-8, FDSS agonist mode; activation, % at 2 µM; 360,000 compounds, 0.18% hits; AID 493084, 2011; note: 0% is about no effect
#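 TRHR-expressing cells loaded with fluo-8 calcium dye; 23 nL library compound pin-transferred, kinetic FDSS fluorescence (Ex 480/Em 530) recorded about 180 s for agonist-induced calcium release, before a 10 nM TRH EC20 addition for potentiator mode.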
# TRHR PAM: qHTS for Small Molecule Agonists and Allosteric Enhancers of Human TRH Receptor: Primary Screen for Enhancers | Thyrotropin-releasing hormone receptor (Homo sapiens), P34981 | TRHR cells, fluo-8 calcium fluorescence, EC20 TRH enhancement | enhancement, % at 2 µM | 360,000 compounds, 0.66% hits | AID 493056, 2011; in the data active = enhancement above about 30%; note: 0% is about no effect
#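 TRHR-expressing cells loaded with fluo-8 calcium dye were read kinetically (ex 480/em 530) during compound addition, then stimulated with an EC20 of TRH (10 nM final). Enhancement of the Gq-mediated intracellular calcium response was scored.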
# RXFP1 antag: qHTS Assay for Antagonists of the Relaxin Receptor RXFP1. Relaxin receptor 1 (Homo sapiens), Q9HBX9. HEK293-RXFP1, relaxin-stimulated cAMP HTRF, 30 min; active compounds read low. activity change, negative = inhibition, % at 57.5 µM. 350,000 compounds, 0.59% hits. AID 1259400, 2018;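 active = activity change of -60% or lower, but not beyond a set lower limit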; note: % is set by controls: 0 for no effect and ±100 for the full control effect
# D1 agonist: Allosteric Agonists of the Human D1 Dopamine Receptor: qHTS. D(1A) dopamine receptor (Homo sapiens), P21728. HEK293 T-REx D1 cells, calcium flux, agonist mode. activation, % at 2 µM. 360,000 compounds, 1% hits. AID 504660, 2011; note: 0% is about no effect
# Target sequence (P21728 whole entry, looked up): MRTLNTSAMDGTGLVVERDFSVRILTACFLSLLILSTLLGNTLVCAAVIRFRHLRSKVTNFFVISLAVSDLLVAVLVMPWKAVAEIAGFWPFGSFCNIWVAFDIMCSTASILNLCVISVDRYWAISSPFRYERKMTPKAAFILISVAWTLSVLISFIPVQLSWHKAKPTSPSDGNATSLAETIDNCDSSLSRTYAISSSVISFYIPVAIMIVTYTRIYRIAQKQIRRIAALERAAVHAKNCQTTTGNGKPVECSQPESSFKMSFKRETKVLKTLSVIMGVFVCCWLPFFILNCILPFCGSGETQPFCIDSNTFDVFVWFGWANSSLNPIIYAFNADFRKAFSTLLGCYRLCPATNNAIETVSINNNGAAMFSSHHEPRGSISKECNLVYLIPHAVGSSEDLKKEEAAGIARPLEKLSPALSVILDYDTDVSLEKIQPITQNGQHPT
#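 Agonism was scored from calcium flux recorded over 180 s (1 read/s) after pintool compound addition, following a 10-cycle baseline. Cells were inducible force-coupled HEK293 TREx D1, plated overnight at 30 C and loaded with no-wash calcium dye.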
# D1 antag: Antagonist of Human D 1 Dopamine Receptor: qHTS; AID 504652, 2011; activity change, negative = inhibition, % at 10 µM; D(1A) dopamine receptor (Homo sapiens), P21728; 360,000 compounds, 3.2% hits; HEK293 TREx D1 cells, calcium flux, dopamine EC80; active compounds read low; in the data active = activity change below about -30%; note: % is set by controls: 0 for no effect and ±100 for the full control effect
#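 Tetracycline-induced HEK293 Trex D1 cells, force-coupled to calcium, dye-loaded; compounds added and read 180 s, then EC80 dopamine added and calcium flux tracked kinetically another 180 s.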
# D2 ag: HTS Assay for Allosteric Agonists of the Human D2 Dopamine Receptor: Primary Screen for Agonists; HEK293 T-REx D2 cells, calcium flux agonist mode; 340,000 compounds, 0.53% hits; activation, % at 2 µM; D(2) dopamine receptor (Homo sapiens), P14416;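 active = activation over 3 SD above normal in the single-dose calcium agonist read, cut at about 30% in these data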; note: 0% is about no effect
#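 Agonism scored from kinetic calcium signal (1 read/sec, 180 s) following compound pin transfer, after a 10 s baseline. Cells: HEK293 Trex line expressing inducible D2 receptor coupled to calcium, dye-loaded after overnight culture at 30 C.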
# D1 PAM: Potentiators of Human D1 Dopamine Receptor: qHTS | HEK293 TREx D1 cells, calcium flux, dopamine EC20 potentiation | D(1A) dopamine receptor (Homo sapiens), P21728 | potentiation, % at 10 µM | AID 504651, 2011 | 360,000 compounds, 0.036% hits; in the data active = potentiation above about 30%; note: 0% is about no effect
# Active calls of the source: *; · = not tested or not shown; ! = repeats disagree. Cut-off read from the data, not from the text of the source, unless noted: active = activation above about 30%; inactive = the rest.
SMILES,D2 potentiator,D2 antagonist,TRHR ag,TRHR PAM,RXFP1 antag,D1 agonist,D1 antag,D2 ag,D1 PAM
O=S(=O)(Nc1cc2nc3ccccc3nc2n1Cc1ccccc1)c1ccc(Cl)cc1,14,1,1.7,-9,-10,3,-2,3.5,1
CC1CCN(C(=O)c2cc3ccccc3c(=O)o2)CC1,-10,·,0.0,3,2,2,1,·,-9
CCn1cc(C(=O)N/N=C(/C)c2ccc(F)cc2)c(=O)c2cc(F)c(N3CCCC3)cc21,-2,10,0.1,4,·,1,2,0.4,1
O=C(C[n+]1cc(Br)cc(Br)c1)c1ccc(Cl)cc1,-2,9,0.4,1,-10,7,8,1.1,2
COc1cc2c(cc1OC)CN(C(=O)CNC(=O)c1ccc(OC(F)F)cc1)CC2,11,2,-1.2,2,-1,5,-22,-0.2,-1
CS(=O)(=O)N(CC(=O)Nc1ccc(Cl)c(Cl)c1)C1CCCCC1,-11,-1,2.1,11,-12,6,4,1.9,3
Cc1cccc(NC(=O)c2cc(S(=O)(=O)c3ccccc3)ccc2Cl)c1,-2,12,0.4,0,-8,4,-7,-0.9,-4
CCOC(=O)c1nnn(CC(=O)N2N=C(c3ccc(Cl)cc3)CC2c2ccc(OC)cc2)c1C(=O)OCC (configuration not stated),5,-4,0.4,-5,-18,3,1,1.1,-5
CC(=O)NC(CC(=O)NNC(=O)c1cc2ccccc2cc1O)c1ccccc1 (configuration not stated),7,-8,0.8,5,5,15,2,3.2,-4
Cn1c(CSCc2ccccc2Cl)nnc1SCC(=O)Nc1nccs1,11,60*,0.7,-5,-6,11,-11,0.3,-5
COCCOC(=O)c1c(C)oc2ccc(OC(=O)c3cccs3)cc12,18,2,1.1,1,-10,6,-4,1.2,1
CC(=O)c1cccc(S(=O)(=O)NCC2CCCCC2)c1,13,-15,-1.3,2,8,3,5,-1.5,-8
CC(C)C(C(=O)Nc1nccs1)c1ccc(Cl)cc1 (configuration not stated),0,29,1.8,1,-83*,2,-9,2.3,-6
Cc1ccc(-c2noc(CSc3nnc(C)n3-c3ccc(C)cc3)n2)cc1,12,·,-1.3,7,-14,15,-26,-1.3,-2
OCC1(CCc2ccccc2)CCN(Cc2cc(Cl)ccc2O)CC1,·,·,4.0,1,-29,9,-20,·,-5
CCOc1ccc(N(CC(=O)O)S(=O)(=O)c2ccc(F)cc2)cc1,15,5,-0.5,0,9,3,-4,0.1,-3
COc1ccc(S(=O)(=O)N2CCN(C/C=C/c3ccccc3)CC2)cc1F,2,-30,0.3,0,-10,5,-3,-0.3,-3
COC(=O)[C@@]12CCCCN1[C@H](c1ccc(-c3cc(C(C)=O)cs3)c(OC)c1)[C@H]1C(=O)N(C)C(=O)[C@H]12,10,-3,0.2,-3,·,0,7,-1.4,-5
O=C1c2ccccc2NC(c2ccc(-c3ccccc3F)o2)N1O (configuration not stated),2,7,-0.7,36*,·,0,·,-0.7,-3
C[C@@H](CN1CCC(Cc2ccccc2)CC1)[C@@H](O)c1ccc(O)cc1,·,·,0.6,-2,·,7,-33*,·,-6
Cc1cccc(OCC(O)Cn2c(=N)n(CCN3CCCCC3)c3ccccc32)c1 (configuration not stated),-2,1,0.0,3,-63*!,2,22,0.8,2
NC(=O)c1nc(C(=O)N2CCN(c3ccccc3)CC2)c2ccccc2n1,-13,4,0.2,-2,·,0,-13,0.3,2
Cn1c(=O)c2c(nc(SCCN3CCCCC3)n2Cc2ccc(Cl)cc2)n(C)c1=O,-10,-16,-0.5,6,7,0,6,-0.2,-7
O=C(Nc1ccc2nc3n(c(=O)c2c1)CCCCC3)C(=O)N1CCN(c2ccc(F)cc2)CC1,-4,34*,-0.6,-7,28,0,0,-1.2,-2
Cc1cc(=O)n2nc(N3CCCC(C(=O)NCCc4ccccc4)C3)sc2n1 (configuration not stated),-7,23,-0.3,0,-10,1,3,-0.1,10
# (list continues)
SMILES,D2 potentiator,D2 antagonist,TRHR ag,TRHR PAM,RXFP1 antag,D1 agonist,D1 antag,D2 ag,D1 PAM
O=C(NCc1ccccn1)c1nn(-c2ccccc2F)nc1CO,0,·,-1.2,-3,-32,1,0,0.1,-1
Cc1onc(-c2ccccc2)c1C(=O)NCc1ccco1,4,-23,0.3,0,-3,1,9,0.0,-1
CCC(C(=O)Nc1cccc(Cl)c1C)n1nc(-c2ccc(C)cc2)ccc1=O (configuration not stated),2,·,0.5,0,·,1,7,·,3
Cc1nc2nc[nH]n2c(=O)c1CCOC(=O)c1c(F)cccc1F,·,·,1.5,0,-15,1,-5,·,-2
Cc1ccc(-c2ccc([C@H]3[C@H]4C=CC[C@@H](C)[C@@H]4C(=O)N3Cc3ccccc3)c(F)c2)cc1,-4,33*,0.9,7,·,3,13,1.0,6
c1ccc2c(N3CCOCC3)nc(-c3ccncc3)nc2c1,11,-4,-0.5,1,-5,0,3,-1.4,-1
COc1cc(CNn2cn[nH]c2=S)cc(Cl)c1OCc1ccc(F)cc1,1,4,1.6,-2,1,12,3,2.1,-3
COc1ccc(NS(=O)(=O)c2coc(C(N)=O)c2)cc1Cl,-2,31*,0.1,-1,-3,2,-10,0.7,-6
O=[N+]([O-])c1cc(Cl)ccc1N1CCN(c2ccccc2O)CC1,12,22,0.1,4,-7,9,-13,0.4,-4
CCCn1c(C(C)NC(=O)c2ccccc2)n[nH]c1=S (configuration not stated),5,-9,-0.7,8,9,1,-2,1.0,0
COc1ccc(NC(=O)c2oc3ccccc3c2NC(=O)C23CC4CC(CC(C4)C2)C3)cc1,5,·,1.5,3,·,2,-25,0.3,2
COC(=O)c1ccc(N2CCN(C)CC2)c(NC(=O)COc2ccc(C)cc2)c1,-2,-1,0.0,-3,6,2,-13,1.0,-7
CCOC(=O)C1(CCCc2ccccc2)CCN(CCCn2cccn2)CC1,20,-8,0.0,8,6,37*,-8,0.8,-1
Cc1[nH]n2c(=O)c3c(nc2c1-c1ccccc1)CCCC3,-18,-17,0.1,-5,-8,1,6,3.1,6
Nc1c(C(=O)CSc2ccccn2)c(=O)[nH]c(=O)n1C1CC1,11,9,0.5,5,4,2,30,-0.6,0
Cc1onc(-c2ccccc2Cl)c1C(=O)Nc1sc2c(c1C(N)=O)CCC(C)C2 (configuration not stated),2,-14,-0.2,2,31,2,6,-0.1,0
Cc1[nH]nc(-c2ccc(O)cc2O)c1-c1nc2ccccc2s1,·,7,-0.1,-3,-38,3,8,0.7,-3
O=C(N/N=C/c1cccc(Cl)c1)C(c1ccncc1)N1CCOCC1 (configuration not stated),9,19,-0.6,10,-9,2,-14,-0.7,-2
Cc1ccc(F)cc1NC(=O)Cn1c(=O)nc(-c2ccccc2F)c2cc(Cl)ccc21,·,·,0.6,2,13,0,20,-2.9,0
COc1ccc(S(=O)(=O)N2CCN(c3nc(-c4cccnc4)nc4ccccc34)CC2)cc1,16,-19,0.8,4,-3,8,3,0.0,-6
Cc1ccc(OCC(=O)N/N=C/c2cn(C)c3ccccc23)cc1,-24,-11,-0.1,-5,-4,0,4,-0.5,-3
COCCN(C(=O)COC(=O)Cc1cccc(OC)c1)c1c(N)n(Cc2ccccc2)c(=O)[nH]c1=O,-2,15,0.1,9,-30,-1,16,1.3,3
C=CCNC(=O)C1CCN(c2ccc(S(=O)(=O)N3CCOCC3)cc2Cl)CC1,5,14,1.1,-9,16,2,2,0.4,-5
Cc1ccccc1OCC(=O)NNC(=O)Nc1ccccc1,0,-9,0.2,3,2,4,-15,0.0,-2
CCC(Sc1nc(C)cc(=O)[nH]1)C(=O)Nc1ccc(Cl)cn1 (configuration not stated),-16,7,-0.2,1,·,1,-3,0.4,-5

# Fetched one by one from above:
SMILES,D2 potentiator,D2 antagonist,TRHR ag,TRHR PAM,RXFP1 antag,D1 agonist,D1 antag,D2 ag,D1 PAM
Cc1onc(-c2ccccc2Cl)c1C(=O)Nc1sc2c(c1C(N)=O)CCC(C)C2 (configuration not stated),2,-14,-0.2,2,31,2,6,-0.1,0
CCOC(=O)c1nnn(CC(=O)N2N=C(c3ccc(Cl)cc3)CC2c2ccc(OC)cc2)c1C(=O)OCC (configuration not stated),5,-4,0.4,-5,-18,3,1,1.1,-5
Cc1ccc(-c2noc(CSc3nnc(C)n3-c3ccc(C)cc3)n2)cc1,12,·,-1.3,7,-14,15,-26,-1.3,-2
NC(=O)c1nc(C(=O)N2CCN(c3ccccc3)CC2)c2ccccc2n1,-13,4,0.2,-2,·,0,-13,0.3,2
Cc1onc(-c2ccccc2)c1C(=O)NCc1ccco1,4,-23,0.3,0,-3,1,9,0.0,-1

# Going on with the list:
SMILES,D2 potentiator,D2 antagonist,TRHR ag,TRHR PAM,RXFP1 antag,D1 agonist,D1 antag,D2 ag,D1 PAM
CCN(C(=O)CCN1C(=O)c2ccccc2S1(=O)=O)c1ccccc1,13,3,-0.2,0,·,3,-5,-0.4,0
CC(=O)N1c2ccc(S(=O)(=O)NCCC(=O)NCc3ccc(Cl)cc3)cc2CC1C (configuration not stated),-6,-4,1.7,-3,-15,3,6,0.4,-4
Cc1c(Cl)cccc1Nc1nc2ccc(C(=O)c3ccccc3)cc2n2cnnc12,7,·,2.2,8,-25,6,4,·,-2
O=C(c1ccc(F)cc1)N1CCC(C(=O)N2CCN(S(=O)(=O)c3ccccc3Br)CC2)CC1,-6,0,0.3,-1,18,6,-6,1.0,0
O=C(Nc1cccc(S(=O)(=O)N2CCCCC2)c1)c1cc([N+](=O)[O-])ccc1N1CCOCC1,1,0,0.1,-11,5,1,-16,0.3,-6
COc1cc(C)nc(Oc2ccc(OCCOc3ccccc3)nn2)n1,6,0,0.1,8,-1,2,2,0.1,3
CC(C)CC(CO)N1CCN(C(=O)c2ccc(C(C)(C)C)cc2)CCC1=O (configuration not stated),5,-3,-0.2,-2,·,0,3,1.2,4
O=[N+]([O-])c1ccccc1S(=O)(=O)NC1CC2CCC1C2 (configuration not stated),10,-24,0.7,-3,7,0,11,-0.4,-5
CCOP(=O)(OCC)C(NC(=O)Nc1ccc(Cl)cc1)c1ccccc1 (configuration not stated),-5,-3,-0.1,5,-4,2,-4,-0.6,6
Cc1ccc(C)c(S(=O)(=O)N2CCCN(C)CC2)c1,7,-15,-0.5,6,-4,6,-8,-0.3,-4
O=C(COc1coc(CN2CCN(c3ccccc3)CC2)cc1=O)Nc1ccccc1F,-2,17,-0.3,-4,5,3,7,46*,-1
CCCNC(=O)C(Cc1ccc(OC)cc1)NC(=O)c1ccc(Cl)cc1 (configuration not stated),0,-4,-0.1,-6,·,-1,12,-0.4,-2
